STK33 kinase inh: blocks human STK33 kinase activity; inhibition, % at 10 µM; purified STK33, MBP phosphorylation, ADP-Glo luminescence; hit rate 0.073% among 320,000;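 active means inhibition at or above 25%, using the most active replicate where run in duplicate; inactive means inhibition below 25%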
Target sequence (Q9BYT3 whole entry, looked up): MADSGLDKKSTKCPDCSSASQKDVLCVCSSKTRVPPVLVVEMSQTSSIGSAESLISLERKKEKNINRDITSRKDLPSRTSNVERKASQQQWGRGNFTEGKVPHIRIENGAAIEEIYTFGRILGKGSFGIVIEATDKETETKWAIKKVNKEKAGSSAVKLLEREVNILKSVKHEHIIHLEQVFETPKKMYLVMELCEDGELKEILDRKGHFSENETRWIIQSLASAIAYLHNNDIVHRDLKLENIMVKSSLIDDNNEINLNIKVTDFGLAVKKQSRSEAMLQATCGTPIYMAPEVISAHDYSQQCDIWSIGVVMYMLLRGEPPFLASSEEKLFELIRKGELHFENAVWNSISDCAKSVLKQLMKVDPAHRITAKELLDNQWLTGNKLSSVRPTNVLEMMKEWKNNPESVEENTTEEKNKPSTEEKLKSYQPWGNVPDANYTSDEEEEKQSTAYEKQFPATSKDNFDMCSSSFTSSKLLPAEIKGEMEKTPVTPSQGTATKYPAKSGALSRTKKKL
KCNQ2 inh: KCNQ2 potassium channel inhibitors, primary screen, cell-based, CHO-K1, FluxOR thallium flux, B-score (AID 2156) | O88943 | 20 min; active compounds read low | B-score at 10 µM | hit rate 1.1% among 310,000;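 active means fluorescence ratio B-score at most minus 3 library SDs, with starting brightness B-score within 2 library SDs, cut at about -5.5 in these data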
OX1R antag: OX1R (human) antagonism | OX1R-expressing cells, FRET antagonist read-out | hit rate 1.8% among 330,000 | O43613 | AID 485270 | inhibition, % at 6.6 µM; in the data active means inhibition mostly above about 38%, no sharp cut-off; inactive means mostly below about 40%;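 further: 0% = agonist challenge alone and 100% = reference antagonist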
Target sequence (O43613 whole entry, looked up): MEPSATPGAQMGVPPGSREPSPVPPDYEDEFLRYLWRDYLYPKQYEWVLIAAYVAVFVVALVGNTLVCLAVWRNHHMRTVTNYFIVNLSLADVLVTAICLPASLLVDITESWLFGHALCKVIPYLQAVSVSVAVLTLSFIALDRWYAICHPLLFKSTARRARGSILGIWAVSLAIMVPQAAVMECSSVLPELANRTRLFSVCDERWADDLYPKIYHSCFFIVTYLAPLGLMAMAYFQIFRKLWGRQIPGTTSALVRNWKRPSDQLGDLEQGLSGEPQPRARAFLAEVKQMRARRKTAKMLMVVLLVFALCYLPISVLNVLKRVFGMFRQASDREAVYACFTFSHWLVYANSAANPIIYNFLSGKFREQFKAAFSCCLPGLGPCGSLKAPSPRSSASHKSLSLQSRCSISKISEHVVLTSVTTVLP
Numbers without * were called inactive; i = inactive; / = no result given.

SMILES	STK33 kinase inh	KCNQ2 inh	OX1R antag
Cc1ccc(S(=O)(=O)N2CCC(C(=O)OCC(=O)NC(C)c3ccc(F)cc3)CC2)cc1C (stereo not given)	0.0	/	4
COc1ccc(CCN2CC(C(=O)N3CCC(OC)CC3)CCC2=O)cc1 (stereo not given)	-1.3	i	19
Cc1ccc(C(=O)NCCNS(=O)(=O)c2ccccc2)cc1	-1.1	i	8
COc1cc(OC)cc(N(C(=O)CNC(=O)c2ccco2)C(C(=O)NCC2CCCO2)c2ccccc2)c1 (stereo not given)	3.6	i	22
OCC[C@@H]1C[C@@H](O)[C@H](O)[C@@]2(CCc3ccccc3O2)O1	0.0	i	27
O=C1c2ccccc2C(Nc2cccnc2)N1Cc1ccc2c(c1)OCO2 (stereo not given)	-1.2	i	5
O=C(NCc1ccc2c(c1)OCO2)C1CC(=O)N(C2CCCC2)C1 (stereo not given)	2.4	i	12
O=C(c1ccco1)N1CCN(c2ncnc3scc(-c4cccs4)c23)CC1	-1.0	i	15
O=C(CSc1nccn1-c1cccc(F)c1)NC1CCCC1	0.5	/	2
CCOc1ccc(NC(=S)NCCCN2CCOCC2)cc1	0.7	i	1
CC(=O)c1c(C)[nH]c(C(=O)/C(C#N)=C/c2cccc(C)c2)c1C	1.9	i	14
CCn1cc(C(=O)NCCCN2CCC(C)CC2)c(=O)c2cc(S(=O)(=O)N3CCCC3)ccc21	-0.2	i	4
O=C(NCCc1ccc(Cl)cc1)c1cccs1	-1.3	i	24
Cc1[nH]c2ccc(C(=O)N3CCCCC3)cc2c1C	-0.3	i	13
CC(C)c1ccc(N=C(N)N=C(N)N)cc1	-0.9	i	3
COc1ccc(C(=O)c2ccc3oc(-c4ccc(OC)cc4)c(-c4ccc(O)cc4)c3c2)cc1	0.7	/	6
Cc1ccc(NC(=O)c2cnc(SCC(=O)NCC3CCCO3)n(C)c2=O)cc1 (stereo not given)	0.7	i	26
COc1ccccc1NC(=O)C1=C(C)Nc2nc(-c3ccc(N(C)C)cc3)nn2C1c1ccncc1 (stereo not given)	1.4	/	17
O=C1C2CC=C(Cl)CC2C(=O)N1CCC[n+]1ccccc1 (stereo not given)	-4.4	i	16
Cc1ccc(C)c(S(=O)(=O)N2CCN(CC(=O)NC(=O)NCc3ccccc3)CC2)c1	-2.8	i	11
COc1ccccc1C(=O)NCCOc1ccc(C)c(C)c1	-1.6	i	/
CCc1nc(Nc2cccc(F)c2)c2oc3ccccc3c2n1	-1.3	i	35
CC(C)(C)C(=O)O/N=C(\N)c1c(Cl)cccc1Cl	-0.3	i	13
COc1cc(C2NC(=O)NC(O)(C(F)(F)F)C2C(=O)c2cccs2)ccc1O (stereo not given)	-0.7	i	7
CCC1CC(/C(C)=N/NC(N)=O)OC1=O (stereo not given)	-1.5	i	22
COc1ccc(OC)c(NC(=O)COc2ccc(S(=O)(=O)N3CCCC3)cc2)c1	0.0	i	17
O=C(/C=C/c1ccc(OCc2ccccc2)c(OCc2ccccc2)c1)c1cccnc1	-1.5	i	19
CCc1c(C(=O)NNC(=S)NCCc2ccccc2)csc1C	-1.2	i	8
COc1ccc(NC(=O)COC(=O)CCc2nc3ccccc3c(=O)[nH]2)c(OC)c1	-0.7	/	-1
COc1cccc(CC(=O)Nc2ccc(S(=O)(=O)N3CCCCC3)cc2)c1	-0.4	/	0
CC1(C)CC(=O)c2sc(NC(=O)Cc3cccs3)nc2C1	0.1	i	10
Cc1cccc(NC(=O)CCc2ccccc2)c1	0.2	i	33
Cc1ccc(OCC(=O)NC2CC(C)(C)NC(C)(C)C2)c(C)c1	-0.7	i	29
O=S(=O)(c1ccc2oc(=S)[nH]c2c1)N1CCOCC1	-3.6	/	3
CCC(=O)Nc1ccc(NC(=O)c2cccc3ccccc23)cc1	-0.8	i	10
C=CCNC(=O)NC(=O)COn1nnc2ccc(S(=O)(=O)N(C)C)cc21	-0.2	i	10
COC(=O)c1oc2ccc(Br)cc2c1NC(C)=O	-1.3	i	17
Cc1cc(NC(=O)c2ccccc2O)nc(C)n1	-1.3	i	29
CC(=O)c1ccc(NC(=O)CSc2nc(=O)cc(N)n2-c2ccccc2)cc1	-0.7	i	25
Cc1ccc(NC(=O)C2C3C=CC(O3)C2C(=O)O)cc1C (stereo not given)	0.6	i	9
CS(=O)(=O)N(CC(=O)Nc1ccccc1C(=O)N1CCCC1)c1ccccc1Br	-0.8	i	4
CC(=O)c1cccc(NC(=O)c2ccc(C)o2)c1	-0.4	i	12
C#CCOCCOCCOCCNc1nc(N2CCN(C(=O)C([C@@H](C)O)n3cc([C@@H](N)CCCCN)nn3)CC2)nc(N2CCN(C(=O)[C@H](CCCCN)n3cc([C@@H](N)[C@H](C)CC)nn3)CC2)n1 (stereo not given in full)	1.2	/	0
CCc1cc2c(=O)c(-c3nc(C)cs3)coc2cc1OC(C)C(=O)NCCO (stereo not given)	-1.2	i	-7
NC1=NC(=O)C(Cc2ccc(Br)cc2)S1 (stereo not given)	0.3	i	2
Cc1ccc(S(=O)(=O)/C(C#N)=C/c2c(N3CC(C)OC(C)C3)nc3c(C)cccn3c2=O)cc1 (stereo not given)	-0.1	i	30
Cc1nc2ccccc2c(=O)n1NC(=O)/C=C/c1ccccc1	-0.8	i	7
Cc1cc(NC(=O)CSc2nnnn2-c2ccc(F)cc2)no1	-0.3	i	10
CCOc1cc(N2CCOCC2)c(OCC)cc1NC(=O)CSc1ncccn1	-0.4	i	17
Fc1ccc(CNc2cnccn2)cc1	0.4	i	11
The list continues.
SMILES	STK33 kinase inh	KCNQ2 inh	OX1R antag
O=C(NCc1ccncc1)NC12CC3CC(CC(C3)C1)C2	-0.8	i	9
Cc1ccc(/C=C/C(=O)O)cc1S(=O)(=O)NC1CCS(=O)(=O)C1 (stereo not given)	-0.8	i	26
Cc1csc(Nc2ccccc2)[n+]1-c1ccccc1	2.4	i	25
COc1ccc(N2CCN(C(=O)CCc3nnc4ccc(N5CCOCC5)nn34)CC2)cc1	-0.7	i	10
O=C(Cn1cnc2c(oc3ccccc32)c1=O)N1CCCC1	-0.8	i	13
Cc1ccc(Cl)cc1NC(=O)CCNC(=O)N1CC(=O)Nc2ccccc21	1.4	i	-6
COc1cccc(N2CC(C(=O)Nc3nnc(SCC(=O)NCc4ccco4)s3)CC2=O)c1 (stereo not given)	2.2	i	-2
Cc1occc1C(=O)NCc1ccc(C(=O)O)o1	-2.7	i	15
O=C(CCc1ccccc1)NNC(=O)COc1ccccc1	-0.9	i	8
O=C1CC(C(=O)Nc2cccc(F)c2)n2ncnc2N1 (stereo not given)	0.1	i	15

Limited to OX1R antag, for 5 of the compounds above:
SMILES | OX1R antag
Cc1csc(Nc2ccccc2)[n+]1-c1ccccc1 | 25
COc1ccc(N2CCN(C(=O)CCc3nnc4ccc(N5CCOCC5)nn34)CC2)cc1 | 10
O=C(Cn1cnc2c(oc3ccccc32)c1=O)N1CCCC1 | 13
Cc1ccc(Cl)cc1NC(=O)CCNC(=O)N1CC(=O)Nc2ccccc21 | -6
COc1cccc(N2CC(C(=O)Nc3nnc(SCC(=O)NCc4ccco4)s3)CC2=O)c1 (stereo not given) | -2

Continued:
SMILES	STK33 kinase inh	KCNQ2 inh	OX1R antag
CCCOc1cccc(-c2cc(C(=O)N/N=C/c3cccnc3)c3ccccc3n2)c1	-0.4	-5.8*	/
CC(=O)NCc1ccc(-c2nc3ccccc3s2)cc1	-1.8	i	16
CCCN1CCC(=O)N(CCSc2ccccc2)CC1	-0.7	i	16
CNC(C)C(=O)NC(C(=O)N1CCCC1C(=O)NC1CCCc2ccccc21)C(C)C (stereo not given)	0.3	/	-4
CNC(=O)c1sccc1SCc1ccc(Cl)cc1Cl	-1.6	i	36
COc1ccccc1N1CCN(C(=O)Cc2ccc(Cl)cc2)CC1	-2.3	i	19
O=C(/C=C/c1ccco1)NC(=S)Nc1ccc(O)c(-c2nc3ccccc3s2)c1	-0.8	i	19
Nc1nc(-c2cccs2)c(NC(=O)c2ccccc2)s1	-0.3	i	18
COc1ccc(C(CNC(=O)Cc2cccs2)N(C)C)cc1 (stereo not given)	-1.9	i	-2
CC(C)CN(C(=O)COC(=O)c1ccccc1SCC(=O)NC1CCCCCC1)C1CCS(=O)(=O)C1 (stereo not given)	-0.5	i	19
c1ccc2[nH]c(Cn3nnc4ccccc43)nc2c1	1.7	i	16
CC1(C)[C@H]2CC[C@]1(C)[C@@H](OC(=O)C[N+]1(C)CCOCC1)C2	-2.5	i	5
NNC(=O)Cn1c(-c2ccccc2)cc(=O)n2ncnc12	1.7	i	5
CCCN1CNc2c(c(=O)[nH]c(=S)n2-c2ccc(Cl)cc2)C1	-0.2	i	11
COc1ccccc1NC(=O)CSc1nc2n[nH]c(C)c2c(=N)n1-c1ccccc1Cl	-1.1	i	34
Cc1cc(=O)oc2c1c(C(F)(F)F)nn2-c1ccccc1	7.4	i	15
CN(C(=O)COC(=O)c1ccccc1SCC(=O)NC1CCCCCCC1)C1CCS(=O)(=O)C1 (stereo not given)	-1.1	i	12
CC1=NN(C(=O)c2ccccc2Br)C(O)(c2ccc(Cl)cc2)C1 (stereo not given)	-0.5	i	/
CCC(C)N1C(=O)C2C(C(=O)Nc3cccc(OC)c3)C3C=CC2(O3)C1C(=O)NC1CCCCC1C (stereo not given)	-0.7	/	4
CC(C)NC(=O)CN1C(=O)c2cccc3cccc1c23	-1.1	i	7
CCCn1c(=O)c2ccccc2n2c(SCC(=O)c3ccccc3)nnc12	-1.1	i	7
Cc1ccc(S(=O)(=O)NCC(=O)OCC(=O)N(C)C2CCCCC2)cc1	0.7	/	5
O=C(NCCNC(=O)c1cccs1)c1ccco1	-0.5	i	26
Cc1cccc(NC(=O)CC2C(=O)NC3CCCCC3N2C(=O)c2ccccc2Cl)c1 (stereo not given)	-2.1	i	18
COCCN(C(=O)C1CCCO1)c1c(N)n(CC(C)C)c(=O)[nH]c1=O (stereo not given)	0.0	/	5
CCOc1ccc(S(=O)(=O)N2CCC(C(=O)NCc3ccco3)CC2)cc1C	0.0	i	19
Cc1ccc(CNS(=O)(=O)c2ccc(Br)s2)cc1	-0.2	i	9
COc1ccc(-c2cc3nc(-c4ccccc4)cc(N4CCC(O)CC4)n3n2)cc1	-0.6	i	19
CCCc1cc(=O)oc2cc(OCC(=O)NCC(O)c3ccccc3)ccc12 (stereo not given)	0.0	i	16
CC(=O)c1ccc(N(CC(=O)NC2CCCCC2)C(=O)CNC(=O)c2cccs2)cc1	0.1	i	14

Molecules from the list above that have bromine:
SMILES	STK33 kinase inh	KCNQ2 inh	OX1R antag
COC(=O)c1oc2ccc(Br)cc2c1NC(C)=O	-1.3	i	17
CS(=O)(=O)N(CC(=O)Nc1ccccc1C(=O)N1CCCC1)c1ccccc1Br	-0.8	i	4
NC1=NC(=O)C(Cc2ccc(Br)cc2)S1 (stereo not given)	0.3	i	2
CC1=NN(C(=O)c2ccccc2Br)C(O)(c2ccc(Cl)cc2)C1 (stereo not given)	-0.5	i	/
Cc1ccc(CNS(=O)(=O)c2ccc(Br)s2)cc1	-0.2	i	9

Continuation.
SMILES	STK33 kinase inh	KCNQ2 inh	OX1R antag
COc1ccccc1C(=O)NC(=O)Nc1nc(-c2ccccc2)cc(C(F)(F)F)n1	-0.5	i	17
O=S(=O)(c1ccc(N2CCOCC2)cc1)N1CCOCC1	-1.8	i	16
COc1cccc2cc(C(=O)N3CCN(C45CC6CC(CC(C6)C4)C5)CC3)c(=O)oc12	0.5	i	28
CC(Oc1ccc2c(-c3ccccc3)cc(=O)oc2c1)C(=O)NC(Cc1c[nH]c2ccccc12)C(=O)O (stereo not given)	-3.0	/	13
CCc1nn(CC(=O)O)c(=O)c2ccccc12	-1.9	i	3
N=c1oc2ccc(Cl)cc2cc1C(=O)NC1CCCCCC1	-0.8	i	19
OC1CCN(c2ncnc3c2nnn3Cc2c(F)cccc2Cl)CC1	1.2	i	9
Clc1cccc(-c2nnc(SC/C=C/c3ccccc3)n2Cc2ccco2)c1	-0.5	-8.3*	12
O=C(CN1CCCCCC1)Nc1ccccc1Cl	0.0	i	11
COc1cc(-c2n[nH]c(=S)n2-c2cc(C(F)(F)F)ccc2Cl)cc(OC)c1OC	-0.7	i	9
Cc1cccc(NC(=O)CN2CCN(C(=O)c3c(C)nn(Cc4ccccc4)c3C)CC2)c1C	-0.3	/	6
Cc1c(Cl)ccc(S(=O)(=O)NCCN2CCOCC2)c1Cl	-0.4	i	23
O=C(NCc1ccccc1)/C(=C\c1ccc([N+](=O)[O-])cc1)NC(=O)c1ccco1	0.8	i	32
COC(=O)C1=C(C)N(Cc2ccccc2)C(=NCC(C)C)N[C@H]1c1ccccc1	-1.3	i	21
O=C(Nc1ccccc1C(F)(F)F)c1ccc2nccnc2c1	-0.2	i	26
CC(OC(=O)c1cnc2ccccc2n1)c1ccccc1Cl (stereo not given)	-1.2	i	9
COc1ccc(-n2cnc3cc(NCc4ccccn4)ccc32)cc1	2.5	i	13
Cc1ccc2cc(C#N)c(N3CCCN(C(=O)C4CCCO4)CC3)nc2c1 (stereo not given)	-0.1	i	4

Screening data from PubChem BioAssay.
